LEDGF integ inh – blocks HIV-1 LEDGF/p75-dependent DNA integration. TR-FRET IN-LEDGF/p75 DNA integration, Eu/Cy5. inhibition, % at 3.7 µM. 370,000 compounds, 0.64% hits. AID 743269;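 active means inhibition above the screen-wide mean plus 3 SD, cut at about 13% in these data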;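 further: signal is the Cy5 over europium emission ratio at 671 and 618 nm; 0% = plate median of compound wells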
SIAE primary – human SIAE inhibition, primary screen. Q9HAT2. SIAE FP-Rh probe binding, fluorescence polarization. inhibition, % at 9.66 µM. 370,000 compounds, 0.69% hits;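 active means inhibition above a cutoff: mean of compounds within the control limits plus 3 SD of those, cut at about 17% in these data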;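 further: 0% = plate median of compound wells and 100% = probe without SIAE protein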
Tn6 DDE FP – disrupts Tn6 cyclic peptide binding to fibrin D-Dimer-E complex; 370,000 compounds, 0.21% hits; P02675; inhibition, % at 8.3 µM; Fibrin DD(E) TRITC-Tn6 fluorescence polarization displacement;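 active means inhibition above a per-campaign cutoff: mean of compounds within control limits plus 3 SD, cut at about 15% in these data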;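 further: 0% = median of all compound wells on the plate and 100% = blocking peptide control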
Target sequence (P02675 whole entry, looked up): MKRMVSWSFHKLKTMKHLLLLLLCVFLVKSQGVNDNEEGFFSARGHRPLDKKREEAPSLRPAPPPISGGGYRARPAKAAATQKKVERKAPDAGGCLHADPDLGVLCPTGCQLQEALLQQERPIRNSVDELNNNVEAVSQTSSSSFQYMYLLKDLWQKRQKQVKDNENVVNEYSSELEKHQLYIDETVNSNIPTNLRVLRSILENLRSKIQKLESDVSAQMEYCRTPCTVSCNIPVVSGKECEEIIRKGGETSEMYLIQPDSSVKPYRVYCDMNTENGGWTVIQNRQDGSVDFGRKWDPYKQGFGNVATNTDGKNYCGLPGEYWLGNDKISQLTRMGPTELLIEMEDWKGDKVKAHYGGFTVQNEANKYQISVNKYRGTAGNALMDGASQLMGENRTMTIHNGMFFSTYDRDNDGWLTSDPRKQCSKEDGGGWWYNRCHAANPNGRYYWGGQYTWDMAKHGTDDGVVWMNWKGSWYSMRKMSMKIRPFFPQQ
UHRF1 MBD2 ctr – UHRF1 methyl-DNA binding inhibition. Q96T88. UHRF1 binding to methylated oligo, TR-FRET. inhibition, % at 4.4 µM. 370,000 compounds, 0.75% hits; in the data active means inhibition above about 21%;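 further: UHRF1 SRA domain binding a hemimethylated CpG hairpin DNA probe; 0% = median of test compound wells and 100% = reference inhibitor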
DDE Tn7 FP inh – disrupts Tn7 cyclic peptide binding to fibrin D-Dimer-E complex | FP displacement of FITC-Tn7 peptide from fibrin DD(E); 0% = median of compound wells per plate | inhibition, % at 8.3 µM | 370,000 compounds, 0.13% hits;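 active means inhibition above the mean of compounds falling within the control limits plus 3 SD of them, cut at about 14% in these data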;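 further: 0% = plate median of compound wells and 100% = 10 µM Aha-Tn7 peptide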
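Test system: human clot-derived fibrin DD(E) complex / Quantity: 2 µM final DD(E) protein / Incubation: 10 min plus 3 h, room temperature / Measured by: fluorescence polarization / Benchmarks: high control of 10 µM Aha-Tn7 peptide / Replicates: singlicate testing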
proKLK7 act – activators of human kallikrein-7 zymogen; P49862; purified proKLK7, EDANS-DABCYL substrate fluorescence; 100% is mature enzyme control, 0% vehicle; activation, % at 7 µM; 370,000 compounds, 0.9% hits; AID 652039;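 active means activation above the mean of all tested compounds plus 3 SD, computed per campaign excluding outliers beyond control limits, cut at about 13% in these data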
Target sequence (P49862 whole entry, looked up): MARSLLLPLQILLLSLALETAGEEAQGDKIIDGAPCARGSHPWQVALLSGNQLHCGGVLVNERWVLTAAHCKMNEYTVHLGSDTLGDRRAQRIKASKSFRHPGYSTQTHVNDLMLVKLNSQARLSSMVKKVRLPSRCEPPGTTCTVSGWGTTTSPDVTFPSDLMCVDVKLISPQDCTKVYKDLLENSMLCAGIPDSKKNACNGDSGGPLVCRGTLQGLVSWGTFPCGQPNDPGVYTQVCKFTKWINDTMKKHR
MBD2 DNA inh – MBD2-methylated oligo binding inhibition | inhibition, % at 4.4 µM | AID 686964 | Q9UBB5 | 370,000 compounds, 0.31% hits | TR-FRET, MBD2 binding to methylated oligonucleotide; in the data active means inhibition above about 13%
TDP2 inh – blocks human TDP2 phosphodiesterase activity | recombinant TDP2, T5PNP hydrolysis, p-nitrophenol absorbance 415 nm | inhibition, % at 12.8 µM | 370,000 compounds, 0.34% hits;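 active means inhibition above the mean of all tested compounds plus 3 SD, set per campaign, cut at about 25% in these data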;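 further: 0% = DMSO with enzyme and 100% = buffer with substrate but no TDP2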
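Evaluation: % inhibition relative to enzyme-containing and enzyme-free wells. Material: recombinant human TDP2. Benchmarks: enzyme-free and DMSO wells. Timing: enzyme reaction with compound for 2 h at 37 °C. Compound dosing: 12.8 µM only. Measured by: p-Nitrophenol epi absorbance. Reagent: T5PNP substrate at 5 mM, a TopII-DNA adduct mimic. Replication: single well per compound.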
PRMT1 inh – inhibitors of human PRMT1; Q99873; recombinant PRMT1, activity-based probe fluorescence polarization; inhibition, % at 2.79 µM; 370,000 compounds, 1.3% hits; AID 652257;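 active means inhibition above about 21% made by adding two undisclosed values, limit read from the data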
TCR CD3 inh – blocks the human TCR-CD3 interaction; TAMRA-labeled TCR probe fluorescence, biochemical; AID 651800; 360,000 compounds, 0.37% hits; inhibition, % at 9.4 µM; in the data active means inhibition above about 19%;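 further: recombinant mutant TCR 2C K166C tagged with TAMRA read by polarization; 0% = receptor in buffer alone and 100% = receptor with positive control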
* hit, by the source's call; . = no result given.

SMILES	LEDGF integ inh	SIAE primary	Tn6 DDE FP	UHRF1 MBD2 ctr	DDE Tn7 FP inh	proKLK7 act	MBD2 DNA inh	TDP2 inh	PRMT1 inh	TCR CD3 inh
C[C@@H]1ON(C)[C@H]2C[C@H]3c4[nH]c5c(-c6cc(Cl)cc(Cl)c6)cccc5c4CCN3C(=O)[C@@H]12	4	5	0	1	-6	-2.2	2	-9	-4	-2
CN(Cc1ccc(F)cc1)C(=O)c1ccc(NC(=O)CC2SC(N3CCCC3)=NC2=O)cc1 (centres undefined)	1	10	-5	-1	-5	0.6	-1	11	-1	3
COC(=O)c1c(NC(=O)CCCC(=O)O)sc2c1CCCCC2	-3	-2	-4	-4	-1	-0.3	3	0	4	10
COc1cc2c(cc1OC)[C@@H]1Cc3cc4c(cc3[C@H](C2)N1C)OCO4	0	7	0	-1	-3	0.4	0	7	-1	0
O=C1NC[C@H](CCCCN2C[C@H](Cc3ccc(O)cc3)N(CCC3CCCCC3)C(=O)C2=O)N(CCc2ccccc2)C1=O	-4	12	0	2	6	0.5	0	5	1	-1
COC(=O)c1ccc2c(c1C(=O)OC)CN(S(=O)(=O)C(C)(C)C)[C@@H]2CCO	1	2	4	-2	-9	0.0	-7	9	0	2
COc1ccccc1C(=O)NC(=O)COC(=O)CNC(=O)c1ccccc1F	-1	0	1	-3	4	-0.1	4	-2	-1	5
CCOc1ccc(CCNC(=O)c2ccc3c(=O)[nH]c4c(C(=O)NC(C)C)sc(=S)n4c3c2)cc1	-2	4	-8	0	0	-0.7	3	2	4	1
Cc1c(C(=O)OCC(=O)N2CCN(c3ccccc3)CC2)oc2ccccc12	5	1	-4	0	-6	0.1	1	-9	-1	3
C=CCn1c(SCc2cccc(C(F)(F)F)c2)nnc1-c1ccc(OC)cc1	-3	6	-7	-3	1	-0.2	4	2	-4	.
Cc1cc(C(=O)CN2C(=O)NC3(CCCCCC3)C2=O)c(C)n1C	1	3	1	0	4	0.0	0	1	1	2
O=C(c1cc(-c2ccco2)nc2ccccc12)N(Cc1nnc(-c2ccc(Cl)cc2)o1)C1CC1	2	-1	-8	1	1	-60	4	6	22*	-2
CC(C)[C@@H](C(=O)NCc1ccco1)N1C(=O)N2CCc3c([nH]c4ccccc34)[C@@]2(C)C1=O	1	0	1	-1	10	0.1	2	5	6	1
Cc1c(C)c2c(OCC(=O)NCc3ccco3)cc3c(c2oc1=O)CCC(C)(C)O3	5	-5	1	0	-5	-1.7	2	-2	-3	10
CN(C)c1nc(N(C)C)c2cnn(C)c2n1	4	6	-7	-1	-10	0.2	2	0	-2	1
CSc1ncnc2c1ncn2CCCNCc1cccs1	0	-3	-11	4	4	0.6	1	-8	2	-7
Cc1ccc(Cn2cc(CN3[C@@H](Cc4ccccc4)COc4cc(Br)ccc4S3(=O)=O)nn2)cc1	-2	1	5	-2	5	0.4	-3	-4	-2	.
Cc1cc(NC(=O)CSCC(=O)OCC(=O)Nc2cc(C)c(C)cc2[N+](=O)[O-])no1	7	1	4	-1	0	0.6	-4	4	1	1
CCN1CCN(C(=O)c2ccc(C)c(S(=O)(=O)Nc3cccc(C)c3)c2)CC1	0	-3	3	4	0	-0.1	0	1	-4	1
CCCS(=O)(=O)N1CCN(C(=O)COc2ccc(-c3ccccc3)cc2)CC1	0	3	1	3	7	-0.1	1	5	6	-9
CCn1nc(NC(=O)c2ccncc2)c2cc3ccc(C)cc3nc21	-2	4	-1	-6	0	-244	-4	-5	-1	4
N#Cc1ccc(COC(=O)c2cc(=O)c3ccccc3o2)cc1	-2	0	-4	1	-2	0.4	-7	8	6	-2
CCCc1cc(N2CCN(c3ccccn3)CC2)n2nc(C)c(-c3ccccc3)c2n1	-1	0	-7	8	2	-13	11	-6	4	-4
CC(=O)NC(C)(c1ccccc1)c1nc(-c2cccc(C(F)(F)F)c2)cs1 (centres undefined)	-1	5	-2	-1	6	0.2	1	-1	0	2

In the list so far, these have an aryl methoxy group.
SMILES	LEDGF integ inh	SIAE primary	Tn6 DDE FP	UHRF1 MBD2 ctr	DDE Tn7 FP inh	proKLK7 act	MBD2 DNA inh	TDP2 inh	PRMT1 inh	TCR CD3 inh
COc1cc2c(cc1OC)[C@@H]1Cc3cc4c(cc3[C@H](C2)N1C)OCO4	0	7	0	-1	-3	0.4	0	7	-1	0
COc1ccccc1C(=O)NC(=O)COC(=O)CNC(=O)c1ccccc1F	-1	0	1	-3	4	-0.1	4	-2	-1	5
C=CCn1c(SCc2cccc(C(F)(F)F)c2)nnc1-c1ccc(OC)cc1	-3	6	-7	-3	1	-0.2	4	2	-4	.

Later entries.
SMILES	LEDGF integ inh	SIAE primary	Tn6 DDE FP	UHRF1 MBD2 ctr	DDE Tn7 FP inh	proKLK7 act	MBD2 DNA inh	TDP2 inh	PRMT1 inh	TCR CD3 inh
CC1(C)CC(=O)C(C=NCCC2=CCCCC2)=C(O)C1	-4	-1	6	2	-1	-0.1	-7	7	-2	-2
CCOC(=O)c1ccc(N=C2SC(C(=O)NC)CC(=O)N2Cc2ccc(F)cc2)cc1 (centres undefined)	1	-4	2	-2	1	0.0	2	14	0	4
Cc1ccc(NC(NC(=O)c2cccnc2)C(Cl)(Cl)Cl)cc1 (centres undefined)	0	4	-2	0	-5	-0.4	-4	-5	-1	2
O=[N+]([O-])c1cccnc1-n1cnc2ccccc21	-6	-1	9	0	0	-0.2	-3	-15	11	-6
CN(CC(=O)Nc1ccccc1Cl)C(=O)COC(=O)c1nc(Cl)ccc1Cl	-1	-3	5	1	-2	-0.2	-2	-6	-1	4
O=C(NC(C(=O)N/N=C/c1cccnc1)c1n[nH]c(=O)c2ccccc12)c1ccccc1 (centres undefined)	3	9	-1	-1	4	-0.6	-3	-5	-2	3
C=CCOc1ccccc1/C=N/NC(=O)Cc1ccccc1	5	-4	1	4	4	-0.2	2	-22	2	7
COc1ccc(CCNC(=O)C2CCCN2C(=O)Nc2cccc(C(C)=O)c2)cc1OC (centres undefined)	-1	-9	6	-1	5	-0.8	0	-6	1	2
CC(C)(C)N/N=C1\CC(c2ccccc2)Oc2ccccc21 (centres undefined)	3	3	-9	-3	-2	0.1	-4	11	-5	8
CCN(C(=O)CSc1ccc2ccccc2n1)C1CCCCC1	0	-22	3	1	-3	-0.1	1	-5	-4	1
Clc1ccc(-c2n[nH]c3c2CCC3)cc1Cl	2	-3	-1	0	4	-0.2	4	-4	1	2
O=C(CSc1nnc(-c2ccccc2)c(-c2ccccc2)n1)NC1CCS(=O)(=O)C1 (centres undefined)	-1	-5	1	-2	6	0.4	-5	2	-2	2
Cc1c(C(=O)NC2CCCc3ccccc32)cccc1[N+](=O)[O-] (centres undefined)	-1	2	2	-1	0	0.4	3	-10	-2	4
CC(C)CN(c1ccccc1)S(=O)(=O)c1nnc(NC(=O)C(C)C)s1	-1	1	-11	6	-3	-0.2	1	-9	10	-4
COc1cc(Cl)ccc1OCc1cc(C(=O)N(C)Cc2cn(C)nc2C)no1	0	-1	5	0	0	0.3	-5	14	1	1
COc1ccc(NC(=O)Nc2ccc3c(c2)N(C)C(=O)CS3)cc1Cl	-3	27*	-10	-2	-5	-0.5	1	-2	-3	-2
COC(=O)c1c(-c2ccc(Br)cc2)noc1N	1	-2	3	0	-1	0.5	-3	2	0	3
COc1cccc(/C=N/NC(=O)CCn2nnc3ccccc32)c1	2	4	-2	-3	-2	0.1	3	6	-1	2
CC(C)OC(=O)CSc1nnc(C2CCCCC2)n1N	1	-1	8	1	4	0.3	-2	-1	-5	5
O=C(/C=C/c1ccc(F)cc1)NCc1ccco1	2	2	7	0	3	-0.3	-5	-1	6	-4
Cc1sc2ncn(CC(=O)NCCN3CCOCC3)c(=O)c2c1S(=O)(=O)N1CCC(C)CC1	1	4	5	0	0	-0.1	-1	-4	-3	9
O=C(Nc1ccc(Oc2ccccc2)cc1)C1CCCO1 (centres undefined)	-2	2	-1	0	-4	0.4	1	2	0	-7
COc1ccccc1CNC(=O)C1Cc2cc(S(=O)(=O)N3CCCCC3)ccc2N1C(C)=O (centres undefined)	2	-4	3	-1	6	0.4	-3	5	0	-1
COc1cccc(N2C(=O)C3C(C2=O)C3(c2ccccc2)c2ccccc2)c1 (centres undefined)	1	3	5	0	-8	0.4	1	-10	0	2
Cc1ccccc1OCc1nnc2c3cnn(C)c3ncn12	-1	-1	-2	3	1	-0.3	5	-13	4	-5
COc1ccc(C(=O)NCc2ccc(C(=O)O)o2)cc1	-5	-6	6	2	-6	0.1	-4	2	4	-4
NC(=O)[C@@H]1CCCCNc2c(F)cc([N+](=O)[O-])cc2C(=O)N[C@@H](CCCN=C(N)N)C(=O)NCC(=O)N1	1	5	6	-4	1	0.6	-2	1	0	6
CN(CC(=O)Nc1ccccc1C(F)(F)F)C(=O)c1ccccc1Sc1ccccc1C#N	-3	3	-4	1	-1	1.0	-6	3	2	5
Cc1c(NC(=O)OCCNC(=O)Nc2ccccc2)sc(=S)n1C	2	-4	-2	-1	0	-0.2	-3	3	0	0
CCCCCOc1ccc(Cl)cc1CN1CCOCC1	0	1	-3	1	5	-0.1	-1	9	-1	-5
Cc1nnc(SCC(=O)NCc2ccc3c(c2)OCO3)n1C	-1	-2	-4	-1	2	-0.3	1	22	2	1
CC(=O)Nc1ccc(C(=O)OCc2ccc(Cl)c(Cl)c2)cc1	0	-20	-1	-1	-2	0.3	-4	-13	1	10
CCN=C1SC(C(=O)Nc2cccc(C)c2)CC(=O)N1CC (centres undefined)	0	-2	3	7	0	-0.5	10	-12	7	-7
CSc1nnc(-c2cccn(Cc3cccc(Cl)c3)c2=O)o1	0	1	6	-1	-4	7.6	-2	9	1	-4
COc1ccc(C)cc1-n1nnnc1SC(C)C(=O)NC1CCCC1 (centres undefined)	-2	3	3	-1	2	-0.6	-1	2	-1	-3
Cc1nn(-c2cccc(Cl)c2)c2nc(C(F)(F)F)[nH]c(=O)c12	2	-5	1	0	1	-0.3	-1	5	-3	-2
Cc1[nH]c2ccccc2c1SCC(=O)O	-2	6	1	1	1	0.3	2	-3	1	5
Cc1ccc(C)c(S(=O)(=O)Nc2ccc(C(=O)N3CCOCC3)cc2)c1	5	4	-3	-1	-10	0.2	-2	2	-5	3
NC(=O)C1CCN(CCS(=O)(=O)c2ccc(Cl)cc2)CC1	-1	-4	0	6	-2	0.2	-2	12	-1	3
O=C(NC1CCCCN(Cc2cccc(Cl)c2)C1=O)c1ccc(Cl)cc1Cl (centres undefined)	-1	-4	-1	5	-3	0.3	3	-9	6	.
O=C(CNc1cccc([N+](=O)[O-])c1)N/N=C/c1ccc(F)cc1	3	-1	-4	-3	-3	0.6	0	0	-1	4
O=C(c1cccc(I)c1)N1CCC(Oc2cccnc2)CC1	0	1	-2	2	-4	-0.3	1	-2	-4	.
CC(=O)c1sc2nc(-c3cccs3)ccc2c1N	3	-21	-7	2	2	-11	8	-7	73*	5
